aSyn UTR inh: MLPCN primary screen, SNCA 5' untranslated region. alpha-synuclein 5'UTR reporter, inhibitor activity. inhibition, % (tested at 7.5 µM). 0.82% of 300,000 active. AID 1813; in the data active = inhibition above about 60%;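 note: H4 neuroglioblastoma cells stably carrying SNCA 5'UTR luciferase fusion; 0% = DMSO wells and 100% = positive control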
IEC-6 tox: IEC-6 cytotoxicity, counter-screen for KLF5 inhibitors. AID 1825. luminescence viability. 0.78% of 290,000 active. inhibition, % at 5 µM; in the data active = inhibition above about 22%;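 note: 0% = plate median of test compound wells and 100% = cytotoxic reference compound wells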
KLF5 inh: suppresses KLF5 promoter-driven expression | DLD-1 KLF5 promoter-luciferase reporter, luminescence | inhibition, % at 5 µM | 0.23% of 290,000 active | AID 1700;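 active = inhibition above a per-plate limit of that plate's mean compound inhibition plus 3 SD, cut at about 60% in these data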;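 note: 0% = DMSO wells and 100% = LY294002 at 200 µM; higher means less KLF5 promoter-driven luciferase light; inactives centre near -14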
MrgX1 antag: blocks BAM8-22 activation of human MrgX1 receptor. Q96LB2. B-score at 10 µM. MRGX1-HEK293 calcium flux, Fluo-4, BAM8-22 antagonism; stronger effect = lower value. AID 588676. 1.3% of 310,000 active;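 active = calcium-response B-score plate-corrected more than 3 library SD below zero, starting fluorescence within 5 deviations, no agonist response on first addition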;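 note: peak minus trough fluorescence over baseline after final BAM8-22 challenge near maximal dose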
HIF activator: HIF pathway transcriptional activation; U2OS HRE-luciferase reporter, luminescence; normalized: DMSO 0%, desferrioxamine 100%; activation, % at 7.5 µM (by protocol); 0.32% of 300,000 active; AID 1910;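 active = mean activation of at least 10% of the iron chelator positive control signal, with at least half of replicates also reaching 10%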
SKKanGAS inh: inhibitors of SKKanGAS S. pyogenes growth in kanamycin (SK-promoter or general growth effect); BacTiter-Glo, 6 h; inhibition, % at 7.5 µM; 1.3% of 300,000 active; AID 1662;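 active = mean replicate score, as percent of positive control median, at least 50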;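 note: strain carries kanamycin resistance gene driven by streptokinase promoter and grows in 40 µg/ml kanamycin; loss of luminescence reflects streptokinase promoter inhibition or plain growth inhibition; 0% = median of DMSO wells and 100% = positive control at its reference dose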
TRPC6 act: mouse TRPC6 channel activation; Q61143; HEK293-TRPC6 membrane potential dye fluorescence; stronger effect = higher value; B-score at 10 µM; 0.13% of 310,000 active; AID 2550;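 active = B-score of the integrated fluorescence ratio above library mean plus 3 SD, and starting fluorescence ratio within library mean plus 5 SD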;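 note: higher score means more depolarization so channel activation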
Target sequence (Q61143 whole entry, looked up): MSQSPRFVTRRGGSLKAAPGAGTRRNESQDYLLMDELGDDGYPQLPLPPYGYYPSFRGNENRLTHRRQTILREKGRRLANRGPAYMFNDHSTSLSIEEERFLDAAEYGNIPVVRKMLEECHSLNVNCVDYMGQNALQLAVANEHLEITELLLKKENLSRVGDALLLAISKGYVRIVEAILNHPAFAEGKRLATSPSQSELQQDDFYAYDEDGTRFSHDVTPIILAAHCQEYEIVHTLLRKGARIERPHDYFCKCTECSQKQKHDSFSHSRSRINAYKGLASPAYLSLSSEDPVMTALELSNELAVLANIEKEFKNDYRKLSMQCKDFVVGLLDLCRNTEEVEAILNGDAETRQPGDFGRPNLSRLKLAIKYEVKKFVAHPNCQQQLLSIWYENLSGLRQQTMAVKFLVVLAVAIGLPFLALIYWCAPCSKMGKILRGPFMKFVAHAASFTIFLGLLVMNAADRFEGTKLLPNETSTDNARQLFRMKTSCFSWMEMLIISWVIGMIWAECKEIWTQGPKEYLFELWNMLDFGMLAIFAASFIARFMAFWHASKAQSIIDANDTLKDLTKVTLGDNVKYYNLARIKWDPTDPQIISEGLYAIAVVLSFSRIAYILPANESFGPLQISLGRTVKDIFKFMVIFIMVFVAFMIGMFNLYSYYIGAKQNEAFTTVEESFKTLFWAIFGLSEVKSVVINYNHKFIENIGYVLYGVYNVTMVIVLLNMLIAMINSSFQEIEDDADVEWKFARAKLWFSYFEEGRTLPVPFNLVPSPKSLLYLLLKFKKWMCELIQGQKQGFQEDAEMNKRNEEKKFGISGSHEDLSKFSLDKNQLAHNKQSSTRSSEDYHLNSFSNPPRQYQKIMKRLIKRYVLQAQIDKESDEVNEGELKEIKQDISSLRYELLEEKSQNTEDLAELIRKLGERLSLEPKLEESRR
TRPC4 block: TRPC4 (mouse) channel inhibition; HEK293 TRPC4beta/mu-opioid, DAMGO-evoked Fluo4 calcium flux; stronger effect = lower value; B-score at 10 µM; 0.39% of 300,000 active; AID 2247;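 active = B-score over 3 SD under the library average, no early fluorescence shift, positive overall ratio signal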
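Signal: kinetic Fluo4 fluorescence imaging of calcium influx. Material: stable TRPC4beta/mu-opioid receptor HEK293 cells. Probe or stimulus: DAMGO in two steps, submaximal then maximal.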
TRPC4 potent: allosterically enhances the mouse TRPC4 cation channel; Q9QUQ5; HEK293 TRPC4beta/mu-opioid, DAMGO EC20, Fluo-4 Ca2+ flux; stronger effect = higher value; B-score at 10 µM; 0.42% of 310,000 active; AID 2227;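 active = B-score of calcium response area above 5 SD of library B-scores, with initial fluorescence ratio within 5 SD of library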;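 note: B-score of integrated fluorescence ratio over time as area under calcium response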
TRPC4 agonist: activators of mouse TRPC4 channel | Q9QUQ5 | HEK293 TRPC4beta/mu-opioid, Fluo4 calcium fluorescence; stronger effect = higher value | B-score at 10 µM | 0.49% of 310,000 active | AID 2237;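 active = B-score above 5 SD of library B-scores, and initial fluorescence ratio not above library mean plus 5 SD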;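 note: positive B-score marks a calcium rise read as TRPC4 activation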
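Assay system: HEK293 stable line with TRPC4beta plus mu-opioid receptor. Times: dye 45 min RT, read 110 s. Measured by: kinetic Fluo4 calcium fluorescence. Measure: B score of integrated ratio. Controls: assay buffer as low control, maximal DAMGO as high control.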
TRPC6 inh: blocks the mouse TRPC6 cation channel | HEK293-TRPC6, membrane potential dye, ACh-evoked depolarization; stronger effect = lower value | AID 2553 | B-score at 10 µM | 1.1% of 310,000 active;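 active = B-score under library mean minus 3 SD, initial fluorescence not abnormally high, positive integrated signal ratio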;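 note: B-score derived from integrated fluorescence ratio over the kinetic read; more negative B-score means stronger inhibition of depolarization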
Numbers without * were called inactive; i = inactive; nt = no result given.

SMILES | aSyn UTR inh | IEC-6 tox | KLF5 inh | MrgX1 antag | HIF activator | SKKanGAS inh | TRPC6 act | TRPC4 block | TRPC4 potent | TRPC4 agonist | TRPC6 inh
O=C(Cc1csc(Nc2nc(=S)[nH]c3ccccc23)n1)N1CCN(c2cccc(Cl)c2)CC1 | 49 | 6 | 20 | i | 0.3 | 17 | i | i | i | i | i
Cc1ccc(S(=O)(=O)NCC(=O)NC2CCCC2)cc1 | 15 | -1 | -16 | nt | 0.0 | 3 | i | i | i | i | i
Fc1ccc(NCc2cccnc2)cc1 | -4 | 4 | 7 | i | -0.9 | 4 | i | i | i | i | i
O=C(Nc1nc2c(s1)CCCC2)c1ccc2ncsc2c1 | -36 | -1 | -45 | i | 0.3 | 1 | i | i | i | i | i
CC(C)c1ccc(/C=N/NC(=O)C(=O)NCCCN2CCOCC2)cc1 | -3 | 3 | 13 | i | 0.1 | -3 | i | i | i | i | i
CC(C(=O)OCC(=O)c1ccc([N+](=O)[O-])cc1)N1C(=O)C2C3C=CC(C3)C2C1=O (stereo unspecified) | 13 | -4 | -48 | i | -0.7 | 2 | i | i | i | i | i
Cc1cccc(C(=O)Nc2cccc3cccnc23)c1 | -56 | 8 | -94 | i | -3.6 | -5 | i | i | i | i | i
O=C(Nc1ccc(F)c(F)c1)C1CCCN1S(=O)(=O)c1ccc(F)cc1 (stereo unspecified) | 17 | -2 | -21 | i | -0.4 | 10 | i | i | i | i | i
Cc1cc(C)n2cc(CSCc3ccccc3)nc2n1 | -22 | 6 | 7 | i | 0.1 | -1 | i | i | i | i | i
COC(=O)c1cnn(-c2cc(Oc3ccccc3)ncn2)c1N | -127 | -2 | -8 | i | 1.7 | 6 | i | i | i | i | i
Cc1ccc(S(=O)(=O)NCCC(=O)Nc2cc(F)ccc2C)cc1C | 12 | -1 | -6 | i | 0.1 | -1 | i | i | i | i | i
Cc1ccc(N2CCN(S(=O)(=O)c3ccc4oc(=O)ccc4c3)CC2)c(C)c1 | 3 | 4 | -11 | i | -1.3 | -5 | i | i | i | i | i
O=C(NCc1cccs1)c1ccc2ccccc2n1 | -11 | 1 | -35 | i | 0.4 | 19 | i | i | i | i | i
O=C(O)c1ccccc1C(=O)NCCc1ccc(Cl)cc1 | -3 | 4 | -15 | i | 0.3 | -1 | i | i | i | i | i
COc1cccc(CNC(=O)CCS(=O)(=O)c2ccc3c(c2)oc(=O)n3C)c1 | 19 | 2 | -29 | i | -0.6 | 0 | i | i | i | i | i

An excerpt of these results, with two lines to a compound:
Each structure is followed by: aSyn UTR inh	IEC-6 tox	KLF5 inh	MrgX1 antag	HIF activator	SKKanGAS inh	TRPC6 act	TRPC4 block	TRPC4 potent	TRPC4 agonist	TRPC6 inh
- CC(C)c1ccc(/C=N/NC(=O)C(=O)NCCCN2CCOCC2)cc1
→ -3	3	13	i	0.1	-3	i	i	i	i	i
- COc1cccc(CNC(=O)CCS(=O)(=O)c2ccc3c(c2)oc(=O)n3C)c1
→ 19	2	-29	i	-0.6	0	i	i	i	i	i

(cont.)
SMILES | aSyn UTR inh | IEC-6 tox | KLF5 inh | MrgX1 antag | HIF activator | SKKanGAS inh | TRPC6 act | TRPC4 block | TRPC4 potent | TRPC4 agonist | TRPC6 inh
CCC(=O)NCc1cc(-c2nn(C)c(=O)c3ccccc23)ccc1C | 13 | 0 | 2 | i | 0.6 | -13 | i | i | i | i | i
CCCc1[nH]nc2c1C(c1cc(OC)ccc1F)C(C#N)=C(N)O2 (stereo unspecified) | -25 | -2 | -17 | i | 0.3 | -17 | i | i | i | i | i
O=C(Nc1nccs1)c1cnccn1 | -33 | -4 | -48 | i | 0.3 | -4 | i | i | i | i | i
COc1ccc(C(C(=O)NC2CCCC2)N(CCC(C)C)C(=O)CCC(=O)Nc2cc(C)on2)cc1 (stereo unspecified) | 25 | 10 | -13 | i | -0.3 | 7 | i | i | i | i | i
COc1ccc(S(=O)(=O)Nc2c(NC3CCCCC3)c3ccccc3oc2=O)cc1Cl | 3 | -5 | 11 | i | 0.7 | 14 | i | i | i | i | i
CCOc1ccc(NC(=O)CC2C(=O)NCCN2C(=O)c2ccc(Cl)cc2)cc1 (stereo unspecified) | 20 | 7 | -4 | i | -0.6 | 2 | i | i | i | i | i
CSc1ccccc1C(=O)N1CCCC(CNC(=O)c2ccc(F)cc2)C1 (stereo unspecified) | -6 | -1 | -14 | i | -0.4 | -3 | i | i | i | i | i
CC(=O)Nc1ccc(S(=O)(=O)NCc2ccc(C(=O)NC(C)c3ccccc3)cc2)cc1 (stereo unspecified) | 18 | 1 | -20 | i | 0.1 | -6 | i | i | i | i | i
CCOCCCNS(=O)(=O)c1ccc(NC(=O)N2c3ccccc3Sc3ccccc32)cc1 | 50 | 5 | -7 | i | -0.5 | 6 | i | i | i | i | i
CCC1=NN(C(=O)c2cccc([N+](=O)[O-])c2)C(O)(c2ccc(C)cc2)C1 (stereo unspecified) | 13 | 7 | -8 | i | -2.0 | 21 | i | i | i | i | i
C=CCN1C(=O)/C(=C2/Sc3ccc(OC)cc3N2C)SC1=NCc1ccccc1 | 3 | 1 | -18 | i | 0.3 | -19 | i | i | i | i | i
O=C(c1ccco1)N1c2ccccc2Sc2ccccc21 | 5 | 3 | 1 | i | 0.0 | 21 | i | i | i | i | i
CCOC(=O)C1CCCN(C(=O)CCNS(=O)(=O)c2cc(Br)cnc2N)C1 (stereo unspecified) | 14 | -6 | -12 | i | 0.6 | -4 | i | i | i | i | i
CCOc1ccc(-n2nnnc2SCC(=O)NC2CCCC2)cc1 | 7 | -2 | -2 | i | 0.6 | 6 | i | i | i | i | i
COc1cccc(-n2nnc3c(=O)n(Cc4ccc(C)cc4)cnc32)c1 | -2 | 7 | -8 | i | -0.2 | 12 | i | i | i | i | i
CCOc1ccc(NC(=O)Cn2nnc(-c3ccccc3NC(=O)CC)n2)cc1 | 9 | -2 | 7 | i | -0.2 | 4 | i | i | i | i | i
Cn1c(/C=C/c2ccc(Cl)cc2)nc2ccccc2c1=O | -181 | 3 | -121 | i | -11 | 8 | i | i | i | i | i
Oc1ccccc1C=Nc1ccccc1-c1nc2ccccc2[nH]1 | -123 | -3 | -103 | i | 2.9 | 5 | i | i | i | i | i
CCCNC(=O)CN(C1CCCCC1)S(C)(=O)=O | 28 | 4 | 5 | i | -0.4 | 3 | i | i | i | i | i
O=C(NCc1ccccc1)c1cc(-c2ccncc2)nc2ccc(S(=O)(=O)N3CCOCC3)cc12 | 18 | 0 | -22 | i | nt | -3 | i | i | i | i | i
Cc1cc(C)n(C(=O)COc2ccccc2C)n1 | 9 | -1 | -28 | i | -0.2 | 4 | i | i | i | i | i
CCNC(=S)Nc1ccc(OCC)cc1 | 20 | -9 | -34 | i | 0.3 | 0 | i | i | i | i | i
CCCOC1CCCN(C(=O)c2cc(COc3c(F)cccc3F)on2)C1 (stereo unspecified) | -136 | 3 | -134 | i | 4.7 | -1 | i | i | i | i | i
O=C(CCCn1cnc2ccccc2c1=O)Nc1ccccc1F | -9 | 2 | -30 | i | 0.2 | 6 | i | i | i | i | i
C/C(CCc1oc2ccc(Cl)cc2c1-c1ccc(C)o1)=N\O | -7 | -6 | -20 | i | -0.4 | 18 | i | i | i | i | i
O=S(=O)(NCCCN1CCOCC1)c1ccc2ccccc2c1 | -8 | 0 | -10 | i | 0.0 | 1 | i | i | i | i | i
O=S(=O)(Cc1ccccc1)Nc1cccc(F)c1 | -6 | -4 | 11 | i | 1.1 | 0 | i | i | i | i | i
COc1ccc2[nH]c3c(=O)n(/N=C/c4ccc(OC)c(CN5CCCC5)c4)c(C)nc3c2c1 | -36 | 8 | 25 | i | 0.3 | 72* | i | i | i | i | i
COC(=O)c1c(NC(=O)C(C)C)sc2c1CCN(Cc1ccccc1)C2 | 18 | 2 | -22 | i | -0.7 | 2 | i | i | i | i | i
O=C(O)COc1ccc(NC(=O)C(c2ccccc2)c2ccccc2)cc1 | 25 | 1 | -45 | i | -0.3 | -6 | i | i | i | i | i
COc1cc2c(cc1NC(=O)CCCCCN1C(=O)CCC1=O)oc1ccccc12 | -39 | 1 | -36 | i | -0.4 | -2 | i | i | i | i | i
CC(CN1CCCCC1)C(=O)NNC(=O)C12CC3CC(CC(C3)C1)C2 (stereo unspecified) | -10 | 4 | -7 | i | -1.9 | -4 | i | i | i | i | i
Cc1cccc(NC(=O)c2nc[nH]c2C(=O)N[C@@H](CCCCNC(=O)OC(C)(C)C)C(=O)OC(C)(C)C)c1 | 14 | nt | nt | i | -0.7 | 91* | i | i | i | i | i
Cc1cc(NC(=O)C(=O)c2c(C)[nH]c3ccccc23)no1 | 9 | 4 | -3 | i | 0.3 | -2 | i | i | i | i | i
O=C1Nc2ccccc2/C1=C/c1cccnc1 | -17 | -8 | -50 | i | 0.2 | -4 | i | i | i | i | i
CCCN(CC(=O)Nc1ccc(Cl)cc1Cl)C(=O)/C=C/c1cccc([N+](=O)[O-])c1 | -18 | 1 | 6 | i | 2.0 | 18 | i | i | i | i | i
CC(Nc1ccccc1)c1cccnc1 (stereo unspecified) | 11 | -5 | -16 | i | -0.2 | 1 | i | i | i | i | i
CCC(=O)N(Cc1cc2ccc(C)cc2n2nnnc12)C1CCCCC1 | 6 | 0 | -42 | i | -0.7 | 9 | i | i | i | i | i
S=c1[nH]nc(-c2ccc(Br)cc2)n1-c1ccc(Br)cc1 | 25 | -2 | -45 | i | 1.1 | -2 | i | i | i | i | i
NC1=NS(=O)(=O)NC1c1ccc(F)cc1 (stereo unspecified) | 6 | -3 | -22 | i | -0.4 | -4 | i | i | i | i | i
COc1cccc(CNc2nc3nc(C)cc(C)n3n2)c1 | -48 | 2 | -6 | i | 1.1 | -3 | i | i | i | i | i
COC(=O)c1c(C(=O)OC)c(-c2ccc(OC)cc2)n2c1CCC2 | 14 | -2 | -32 | i | -0.9 | 2 | i | i | i | i | i
c1csc(-c2noc(CN3CCc4sccc4C3)n2)c1 | -69 | 1 | -6 | i | 4.5 | 10 | i | i | i | i | i
CCN(c1cccc(C)c1)S(=O)(=O)c1ccc2[nH]c(=O)c(=O)[nH]c2c1 | 16 | -1 | -17 | i | 0.0 | -5 | i | i | i | i | i
CC(=O)/C(=N\Nc1ccccc1)Sc1cccc2cccnc12 | 24 | 14 | -8 | -4.7* | -0.3 | 0 | i | i | i | i | i
Cc1ccc(S(=O)(=O)N2CCOCC2)cc1NC(=O)COC(=O)c1ccccc1OCc1c(C)noc1C | 16 | 3 | -4 | i | -0.1 | -1 | i | i | i | i | i
O=C(NCc1cccs1)c1cc(-c2ccccc2)nc2ccccc12 | 3 | -4 | 4 | i | -0.5 | 3 | i | i | i | i | i

High-throughput results from PubChem BioAssay.
